# FXIIa inh – factor XIIa (human) inhibition; 220,000 compounds, 0.3% hits; P00748; purified FXIIa, Boc-QGR-AMC fluorogenic substrate, 2 h; inhibition, % at 5 µM; in the data active = inhibition above about 40%;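 also: 0% = enzyme with no compound and 100% = blank without enzyme; many of its hits are not listed in these tables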
# Hck-Nef inh – human Hck-Nef kinase inhibition. inhibition, % at 20 µM. P08631. AID 463187. Recombinant Hck-YEEI plus Nef, Z-Lyte FRET kinase assay. 220,000 compounds, 0.68% hits;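 active = Hck-Nef kinase inhibition above about 50%, limit read from the data; inactive = inhibition below that limit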;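 also: 0% = DMSO with Hck plus Nef and 100% = Hck alone without Nef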
# Target sequence (P08631 whole entry, looked up): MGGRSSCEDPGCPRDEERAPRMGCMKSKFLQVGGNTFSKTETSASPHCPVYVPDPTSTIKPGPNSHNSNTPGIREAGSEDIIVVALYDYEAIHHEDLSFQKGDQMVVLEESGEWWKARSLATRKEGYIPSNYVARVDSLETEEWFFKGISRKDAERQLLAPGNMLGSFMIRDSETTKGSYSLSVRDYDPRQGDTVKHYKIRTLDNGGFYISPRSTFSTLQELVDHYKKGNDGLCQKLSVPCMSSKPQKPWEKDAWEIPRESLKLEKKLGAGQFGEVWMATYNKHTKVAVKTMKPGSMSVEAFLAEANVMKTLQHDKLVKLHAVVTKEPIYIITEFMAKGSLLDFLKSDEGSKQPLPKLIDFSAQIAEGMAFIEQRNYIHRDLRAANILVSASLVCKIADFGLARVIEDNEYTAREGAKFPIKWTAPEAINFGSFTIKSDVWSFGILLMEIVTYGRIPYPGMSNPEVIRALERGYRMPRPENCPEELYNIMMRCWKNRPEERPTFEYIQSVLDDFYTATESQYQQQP
# Runt-SMMHC FRET – blocks binding of human RUNX1 Runt domain to CBFb-SMMHC; Cerulean-Runt/Venus-CBFb-SMMHC FRET ratio 530/480, 1 h; inhibition, % at 20 µM; 220,000 compounds, 0.74% hits; AID 1434; Q01196+Q13951;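 active = mean inhibition across duplicate retests at 20 µM reaching about 50%, limit read from the data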;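 also: 0% = DMSO wells and 100% = wells with excess untagged CBFb-SMMHC; inhibitors lower the FRET ratio by blocking Runt binding to CBFb-SMMHC; some results filed as inactive read as strong as hits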
# Wee1 degr inh – blocks degradation of human Wee1 kinase. P30291. HeLa Luc-Wee1K328M stability, luciferase luminescence; 100% = proteasome inhibitor MG132 effect. reporter increase, % at 5 µM. 220,000 compounds, 1.2% hits. AID 1321;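 active = activation above the mean of all tested compounds plus 3 SD, set per screening run, cut at about 8.8% in these data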;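 also: cells exposed to compound for 20 h before luminescence read; 0% = DMSO alone and 100% = MG132 at 30 µM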
# Runt-CBFb FRET – Runt domain-CBFb interaction inhibition | Q01196+Q13951 | Cerulean-Runt/Venus-CBFb FRET ratio 530/480, 1 h | inhibition, % at 20 µM | 220,000 compounds, 0.46% hits;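 active = inhibition over about 50% at 20 µM in the single-dose screen, limit read from the data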;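 also: 0% = DMSO wells and 100% = excess unlabeled CBFb competitor control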
#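 Assay system: Cerulean-Runt domain fusion protein, energy donor; Signal: fluorescence energy transfer, 422 nm excitation, 530/480 nm emission; Timing: 1 h compound exposure, room temperature; Control set: unlabeled CBFb; Medium: Tris buffer pH 7.5 with salts and BSA; Compound: single test concentration of 20 µM, 1% DMSO final; Probe or stimulus: Venus-CBFb 100 nM.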
# Thrombin inh – thrombin (human) inhibition; P00734; alpha-thrombin, Boc-VPR-AMC fluorogenic substrate cleavage; inhibition, % at 5 µM; 220,000 compounds, 0.26% hits; AID 1046;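 active = inhibition at or above 40%; inactive = inhibition below 40%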;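 also: 0% = enzyme with no compound and 100% = wells without enzyme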
#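 Material: human alpha-thrombin protein; Also added: Boc-VPR-AMC substrate, 15 µM final; Timing: enzyme reaction carried out at room temperature; Signal: fluorescence, ex 355 nm, em 460 nm; Measure: % inhibition of thrombin; Controls: enzyme without compound as high, wells lacking enzyme as low.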
# FXIa inh 1536 – inhibitors of human coagulation factor XIa. P03951. purified FXIa, Boc-Glu-Ala-Arg-AMC fluorogenic substrate. inhibition, % at 5 µM. 220,000 compounds, 0.14% hits. AID 798;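 active = inhibition of at least 40%; inactive = inhibition below 40%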;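 also: fluorescence of freed AMC excited at 355 nm; 0% = enzyme without compound and 100% = no enzyme blank; many of its hits are not listed in these tables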
# 14-3-3 Bad PPI – disrupts binding of bovine 14-3-3 zeta to phospho-Bad peptide; P63103; TR-FRET 14-3-3zeta/Dy647-pBad peptide displacement, 1 h; inhibition, % at 21.7 µM; 220,000 compounds, 0.71% hits; AID 781;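 active = inhibition above about 70%, limit read from the data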;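 also: 0% = full 14-3-3 plus peptide FRET controls and 100% = background without 14-3-3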
# Target sequence (P63103 whole entry, looked up): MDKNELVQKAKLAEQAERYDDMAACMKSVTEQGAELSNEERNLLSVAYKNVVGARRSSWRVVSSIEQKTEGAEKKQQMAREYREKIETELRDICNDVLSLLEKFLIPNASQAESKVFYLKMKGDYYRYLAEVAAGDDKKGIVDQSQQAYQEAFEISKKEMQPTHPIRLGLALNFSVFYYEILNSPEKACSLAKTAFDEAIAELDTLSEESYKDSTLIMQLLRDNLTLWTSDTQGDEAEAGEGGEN
# hK5 inh – kallikrein 5 (human) inhibition; recombinant hK5, fluorogenic AMC substrate cleavage; Q9Y337; 210,000 compounds, 0.59% hits; inhibition, % at 5 µM; AID 873;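 active = inhibition of 40% or more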;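 also: 0% = enzyme controls without compound and 100% = no-enzyme blanks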
# Target sequence (Q9Y337 67-293 limits assumed): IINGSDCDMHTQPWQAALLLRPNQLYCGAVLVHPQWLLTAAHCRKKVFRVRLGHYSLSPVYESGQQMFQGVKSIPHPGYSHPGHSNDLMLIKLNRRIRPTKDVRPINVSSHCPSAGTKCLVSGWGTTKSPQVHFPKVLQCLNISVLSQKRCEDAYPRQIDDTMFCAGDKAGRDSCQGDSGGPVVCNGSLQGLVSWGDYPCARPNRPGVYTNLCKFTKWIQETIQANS
# Starred values were filed as active, the others as inactive; . = no result given; [ ] = dose if it differs, or a comment. Random draw from the library; overall some 4.2% were active at least once.
item	Molecule	FXIIa inh	Hck-Nef inh	Runt-SMMHC FRET	Wee1 degr inh	Runt-CBFb FRET	Thrombin inh	FXIa inh 1536	14-3-3 Bad PPI	hK5 inh
1	CCS(=O)(=O)NCC(c1cccnc1)N1CCN(c2ccc(F)cc2)CC1 (stereo not drawn)	11	1	1	0	-4	1	3	-5	-23
2	S=c1[nH]ncn2c1cc1oc3ccccc3c12	.	1	2	0	11	-2	-1	-11	3
3	Cc1cc(C(=O)N2CCOCC2)n(-c2ccccc2)n1	-2	7	-1	0	5	0	19	-20	0
4	O=C(CSc1nc2ccccc2[nH]1)Nc1ccc(F)cc1	4	0	-2	0	2	-9	-6	-3	-13
5	COc1ccc(NC(=O)N/C=C/c2ccccc2)cc1	0	30	1	0	1	0	4	-6	1
6	CCCCOc1ccc(CN(C)c2ncnc(N)n2)cc1	25	0	2	-4	-5	1	22	3	-3
7	N#Cc1c(-c2ccccc2)nc2n(-c3ccccc3)nc(C(=O)Nc3ccccc3)n2c1=O	2	0	-2	-1	-1	-20	5	8	3
8	C=CCn1c(SCc2nc3c(c(=O)[nH]c(=O)n3CCCC)n2CCC)nnc1-c1ccccc1	9	1	4	-1	-2	2	-9	-8[fluorescence artefact?]	-1
9	CC(C)c1ccccc1NC(=O)CNCCc1ccc(C(F)(F)F)cc1	7	15	-6	-3	-3	-1	2	14	-1
10	Cc1sc2nc(SCC(=O)c3cc(C)n(CC4CCCO4)c3C)n(C(C)C)c(=O)c2c1C (stereo not drawn)	-2	1	0	0	4	2	-2	6	4
11	O=C(Nc1c[nH]c(=O)[nH]c1=O)c1ccc2c(c1)C(=O)N(c1cccc([N+](=O)[O-])c1)C2=O	8	94*	-8	3	-2	2	3	33	-6
12	Cc1nnc(SCC(=O)Nc2cccc(S(=O)(=O)N(C)c3ccccc3)c2)s1	1	0	-2	-1	-1	2	7	9	-2
13	C=CCNc1nc2ccccc2c(=O)[nH]1	3	21	2	4	0	-4	-3	-12	0
14	Oc1ccccc1Nc1nc(NCc2ccco2)c2ccccc2n1	5	-15	-1	-3	0	-6	-3	-2	2
15	Fc1ccccc1CSc1nc2ncc(Br)cc2[nH]1	16	-19	-1	3	0	-8	6	6	-4
16	N#Cc1ccc(-c2ccc(F)cc2)nc1Oc1ccc(F)cc1	-1	2	-9	-1	0	-5	-7	9	1
17	COc1ccc(N(CC(O)CN2CCCCC2)S(=O)(=O)c2ccc(C)cc2)cc1 (stereo not drawn)	13	0	4	-1	2	-1	-8	-4	-3
18	CC(C)(C)n1ncc2c(=O)n(CC(=O)N3CCc4ccccc43)cnc21	9	-1	-2	2	-3	1	0	-7	-16
19	CCOC(=O)Cc1csc(NC(=O)c2ccc3c(c2)OCO3)n1	9	0	2	-4	-2	-3	-13	-9	-31
20	CCNC(=O)NC(=O)COC(=O)CCc1nc(=O)c2ccccc2n1C	10	24	-5	-1	0	-8	1	-9	4
21	Cc1c(NS(C)(=O)=O)c(=O)n(-c2ccccc2)n1C	15	-3	3	2	0	8	-4	-8	15
22	CCN(CC)Cc1c(O)ccc2c(=O)c(-c3ccc4c(c3)OCCO4)coc12	2	1	-5	-2	0	-6	3	-12	-3
23	CCc1ccc(NC(=O)c2ccc(F)c(S(=O)(=O)NCC3COc4ccccc4O3)c2)cc1 (stereo not drawn)	7	3	2	6	3	0	-4	4[fluorescence artefact?]	2
24	CCCCn1c(N)c(-c2nc3ccccc3s2)c2c([N+](=O)[O-])nn(C)c(=O)c21	2	7	5	6	8	8	6	-23	-6
25	O=C(/C=C/c1cccc([N+](=O)[O-])c1)c1cccs1	7	5	2	3	7	-4	12	-1[fluorescence artefact?]	-17
26	COc1ccccc1N1CCN(C(=O)c2cccc(Oc3ccccc3)c2)CC1	8	0	0	-1	-3	-2	1	-6	3
27	Cc1[nH]c2ccc(-c3nnc(SCC(=O)N4CCCc5ccccc54)o3)cc2c1C	10	3	1	-2	2	-2	-4	-18	14
28	COc1ccc(C(=O)/C(=C\c2sccc2C)c2nc3ccccc3o2)cc1	7	-3	2	-1	-2	-1	-7	-2	-2
29	C=CC(=O)NC(NC(=O)C=C)c1ccccc1F	6	11	-4	9	-1	-1	10	-3	6
30	Fc1cccc(Cl)c1Cn1nnc(-c2ccc(N3CCOCC3)cc2)n1	12	0	8	-2	0	2	-1	-13	7
31	CCOc1ccc2[nH]c(=O)c(CN(Cc3nnnn3CCc3ccccc3)CC3CCCO3)cc2c1 (stereo not drawn)	19	-20	2	0	-7	0	10	7	11
32	COc1ccc(N/C(=N\c2nc(C)cc(C)n2)NC(=O)C(C)C)cc1OC	0	0	0	1	0	1	-5	76*	0
33	CC1CCN(S(=O)(=O)c2ccc(Br)s2)CC1	-15	7	3	2	-1	-7	0	5	2
34	Cc1ccccc1N1C(=O)c2cccc3c(N(C)CCO)ccc(c23)C1=O	-3	-4	-190	-1	-126	-2	-7	-12[fluorescence artefact?]	-12
35	CSc1nsc(SCC(=O)Nc2nncs2)n1	12	16	1	-1	2	-10	3	-10	6
36	CCOC(=O)c1c(N)sc(=S)c2c1CCC2	4	0	-34	5	-1	1	6	31	-38
37	CC(=O)OC(C(=O)NCc1ccc2c(c1)OCO2)c1ccccc1Cl (stereo not drawn)	2	2	-7	-2	0	-2	-6	3	-5
38	CC(=O)c1c(C)[nH]c(C(=O)OCC(=O)N2CCN(S(=O)(=O)c3ccc(C)cc3C)CC2)c1C	3	7	-4	3	-8	0	0	-13	-3
39	COc1ccc(Nc2nc(-c3sc(NC(C)=O)nc3C)cs2)cc1	13	-26	1	1	10	-3	0	12	-6
40	COc1ccc(-c2cc(C(F)(F)F)nc(SCC(=O)N(C)Cc3cn(C)nc3C)n2)cc1OC	5	6	6	-2	-1	-10	-4	-1[fluorescence artefact?]	-19
41	CCCN(CCC)CCNC(=O)c1cc2c(=O)n(C)c3ccccc3c2n1C	8	22	0	-1	0	-3	0	4[fluorescence artefact?]	-34
42	COc1ccc(C(=O)O/N=C(\N)c2ccccn2)c(OC)c1	11	27	1	6	1	-11	1	2	3
43	c1ccc(CNc2nc(-c3cccs3)nc3ccccc23)cc1	7	1	0	1	0	-2	4	-8[fluorescence artefact?]	-32
44	COCCn1c(CN2CCN(c3ccc(OC)cc3)CC2)nc2c1c(=O)n(C)c(=O)n2C	-7	2	4	-2	-2	-7	-13	2	1
45	N#Cc1c(NC(=O)CCC(=O)O)sc2c1CCCC2	15	14	1	7	5	8	2	4	1
46	CCCC(=O)NC(Nc1cc(C(F)(F)F)ccc1Cl)C(Cl)(Cl)Cl (stereo not drawn)	10	0	4	6	1	2	2	3	6
47	CC1CN(C(=O)Cn2cnc3c2c(=O)n(C)c(=O)n3C)CC(C)O1 (stereo not drawn)	-14	-2	3	0	1	-4	-3	4	-5
48	Cc1ccc(S(=O)(=O)N2CCOCC2)cc1C(=O)Nc1c(C)n(C)n(-c2ccccc2)c1=O	26	1	3	0	1	15	11	-1	25
49	COc1ccc([N+](=O)[O-])cc1NC(=O)CC(C)c1ccccc1 (stereo not drawn)	18	-1	6	-3	-2	4	9	-5	-7
50	O=C(CCCN1C(=O)/C(=C/c2ccco2)SC1=S)Nc1ccccc1	13	2	4	0	12	2	6	-8	-6

# Quoted from the listing:
# For FXIa inh 1536, cpd 9 is listed with 2
# For Runt-SMMHC FRET, cpd 46 is listed with 4
# For Runt-SMMHC FRET, cpd 11 is listed with -8

# (further entries)
item	Molecule	FXIIa inh	Hck-Nef inh	Runt-SMMHC FRET	Wee1 degr inh	Runt-CBFb FRET	Thrombin inh	FXIa inh 1536	14-3-3 Bad PPI	hK5 inh
51	COc1cc(/C=C/C(=O)N2CCOCC2)ccc1OCc1ccccc1	5	4	3	-3	0	-4	6	-20	-9
52	CCOC(=O)c1c(-c2ccccc2)csc1NC(=O)CCN1C(=O)c2ccccc2C1=O	7	0	1	0	-3	1	21	11	1
53	COC(=O)CCCC1=CC2=C(c3ccccc3)C(=O)C(C)(OC(=O)C3CCCC3)C(=O)C2=CN1Cc1ccc2c(c1)OCO2 (stereo not drawn)	4	18	-10	.	2	5	2	6	1
54	O=C(O)CCC(=O)N1CCN(c2nc3ccccc3s2)CC1	14	-20	4	0	-1	0	0	1	-2
55	O=C(Nc1ccccc1)c1ccccc1OCc1cccc([N+](=O)[O-])c1	9	4	-2	3	0	-5	1	-25	-17
56	COc1ccc(CNC(=O)CSc2nnnn2Cc2ccccc2)cc1	8	0	4	-2	-1	-10	0	-2[fluorescence artefact?]	-12
57	COc1ccc(OC)c(Nc2nc(-c3cccs3)cs2)c1	17	1	1	1	9	34	1	-20	17
58	COCCNC(=O)c1ccc2c3n(nc2c1)-c1ccccc1CO3	5	25	-1	.	1	0	1	-5	2
59	S=c1[nH]nc(-c2ccc(Br)cc2)n1Cc1ccccc1	5	14	6	2	9	-2	-4	-17	1
60	CN(C)/N=C/c1cn(-c2ccccc2)nc1-c1cccnc1	10	28	4	3	1	4	4	1	-1
61	Cc1csc(NC(=O)c2cc3c(s2)CCCC3)n1	4	-1	-5	-2	-2	-2	2	-11	4
62	CCSc1nc2c(c(=O)[nH]1)C(C(C)C)C(C#N)=C(N)O2 (stereo not drawn)	10	0	-3	9.1*	-2	1	6	13	-4
63	Cc1cccc(NC(=S)N2CCN(S(=O)(=O)c3cccc(F)c3)CC2)c1	5	26	2	-3	1	-7	-2	-15	-2
64	O=C(CSc1nnc(-c2cccnc2)n1Cc1ccco1)c1ccc(Cl)c(Cl)c1	11	3	1	0	12	2	-2	1	-12
65	COc1ccc(-c2ccc(SCC(=O)c3cccs3)nn2)cc1	11	-4	-2	2	3	-2	0	-11	4
66	CC(C)(C)c1ccc(-c2noc(-c3ccc4c(c3)CCO4)n2)cc1	9	5	0	4	0	1	3	0	3
67	COc1ccc(-n2c3c(cc(C(=O)NNc4ccccc4C)c2=O)C(=O)CC(C)(C)C3)cc1	5	3	-2	4	-2	0	-6	-24	-11
68	COc1ccc(-c2cc(C(F)F)n3ncc(C(=O)Nc4cccc(S(=O)(=O)N5CCOCC5)c4)c3n2)cc1	.	-3	-10	-1	-24	-5	-3	-5	-2
69	COc1ccc(C(=O)/C(C#N)=N/Nc2cccc([N+](=O)[O-])c2)cc1	14	16	-4	2	-5	5	34	-1	16
70	CCC(C)n1c(SCC(=O)/C(C#N)=C(\C)N)nc2ccccc2c1=O (stereo not drawn)	4	3	-4	0	0	-5	0	-22	-21
71	CCOc1ccc(CCNC(=O)C(CC)n2nc(C)n3c(cc4sccc43)c2=O)cc1OCC (stereo not drawn)	18	2	1	-4	3	2	6	10[fluorescence artefact?]	2

# Just 14-3-3 Bad PPI (2 entries from above):
no. | Structure | 14-3-3 Bad PPI
58 | COCCNC(=O)c1ccc2c3n(nc2c1)-c1ccccc1CO3 | -5
59 | S=c1[nH]nc(-c2ccc(Br)cc2)n1Cc1ccccc1 | -17
